High-throughput results from PubChem BioAssay.
Sm TGR block – inhibitors of Schistosoma mansoni thioredoxin glutathione reductase; purified TGR, DTNB reduction, TNB absorbance 405 nm; actives 3% (n = 360,000); Q962Y6; AID 485364; Potency, µM (doses to about 114 µM), without a hit: at the highest dose activity change, negative = inhibition, actives largely listed as inhibitors; also: potency is read from the fitted curve at half-maximal effect; nearly all actives have a fitted effect of over 60% in size
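First, TGR (20 nM dispensed) and NADPH were mixed with compound. Second, a 15 min room-temperature incubation followed. Third, further NADPH and then DTNB were added to start the reaction. Finally, TNB absorbance was monitored kinetically.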
LmPK inhibitor – LmPK (Leishmania mexicana) enzyme inhibition; Q27686; purified LmPK, Kinase-Glo ATP luminescence, 1 h; Potency, µM (doses to about 57.5 µM), inactives show top-dose activity change, negative = inhibition, usual class: inhibitors; actives 0.37% (n = 290,000); AID 1721; also: potency is read from the fitted curve at half-maximal effect
Target sequence (Q27686 whole entry, looked up): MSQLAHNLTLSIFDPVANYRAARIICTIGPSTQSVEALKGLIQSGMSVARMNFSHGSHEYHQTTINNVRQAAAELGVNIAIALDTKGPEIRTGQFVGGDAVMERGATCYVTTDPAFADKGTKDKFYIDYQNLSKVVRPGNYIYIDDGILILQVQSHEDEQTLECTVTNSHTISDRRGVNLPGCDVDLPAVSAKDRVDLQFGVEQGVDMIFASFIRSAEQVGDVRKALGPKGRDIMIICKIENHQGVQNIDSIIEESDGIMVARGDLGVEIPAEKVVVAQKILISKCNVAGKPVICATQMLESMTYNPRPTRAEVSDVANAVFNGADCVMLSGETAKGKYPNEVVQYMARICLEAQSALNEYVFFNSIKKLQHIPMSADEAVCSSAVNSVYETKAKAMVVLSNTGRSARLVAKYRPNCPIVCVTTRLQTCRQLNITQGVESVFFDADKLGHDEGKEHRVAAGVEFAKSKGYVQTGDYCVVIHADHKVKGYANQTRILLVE
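0.1 nM LmPK, 0.5 mM PEP, 0.1 mM ADP; 50 mM imidazole pH 7.2, 7 mM MgCl2, 50 mM KCl; 1 h RT. Kinase-Glo luminescence readout, normalized to no-enzyme (full inhibition) and uninhibited wells.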
AMA1 RON2 block – AMA1-RON2 (P. falciparum) interaction inhibition. AlphaScreen AMA1-biotinylated RON2 peptide binding. Potency, µM (titrated, usually from 58.2 µM), without a hit: top-dose activity change, negative = inhibition, hits mostly inhibitors. actives 0.2% (n = 360,000);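 also: potency is read from the fitted curve at half-maximal effect; 0% = vehicle wells and -100% = peptide control; nearly all actives have a fitted effect of over 45% in size; some results filed as inactive show a strong effect at the top dose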
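AMA1 (3D7) with his tag at 25 nM final met compounds first, then biotinylated RON2 peptide at 25 nM; detection used donor plus acceptor beads, 10 µg/mL apiece, read by AlphaScreen after 30 min at room temperature.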
TbPYK inhibitor – T. brucei pyruvate kinase inhibition. actives 0.12% (n = 410,000). AID 624173. TbPYK enzyme, Kinase-Glo Plus ATP luminescence, 45 min. Potency, µM (doses to about 76.8 µM), for the others: top-dose activity, negative = inhibition, most hits filed as inhibitors. Q57TT1; also: potency is read from the fitted curve at half-maximal effect; nearly all actives have a fitted effect of over 50% in size
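In this concentration-response screen, enzyme-free wells defined baseline while DMSO plates tracked drift. Each reaction combined TbPYK, substrate, compound and 130 uM ADP for 45 min at room temperature. Kinase-Glo Plus luminescence gave the signal.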
HCMV antiviral – blocks human cytomegalovirus replication; actives 4.5% (n = 410,000); activity change, negative = inhibition, % at 57.5 µM; HFF cells, HCMV-luciferase reporter, 72 h; hits give low values; in the data active = activity change below about -60%; inconclusive = no clear call, values can overlap the other calls; inactive = above about -39%
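After 16 h attachment at 37C, HFF cells received test compound and HCMV-luciferase (1 PFU/cell); reporter luminescence read 72 h later, data normalized against buffer-only and known inhibitor Salinomycin.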
AmpC inh detg – inhibitors of E. coli AmpC beta-lactamase with detergent; P00811; AmpC hydrolysis of nitrocefin, absorbance 480 nm, 0.01% Triton; Potency, µM (top dose mostly 114 µM), inactives show at the top dose activity change, negative = inhibition, actives largely listed as inhibitors; actives 0.041% (n = 370,000); AID 485294;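 also: potency is read from the fitted curve at half-maximal effect; 0% = no-compound wells and -100% = no-enzyme wells; nearly all actives have a fitted effect of over 25% in size; some results filed as inactive show a strong effect at the top dose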
Target sequence (P00811 whole entry, looked up): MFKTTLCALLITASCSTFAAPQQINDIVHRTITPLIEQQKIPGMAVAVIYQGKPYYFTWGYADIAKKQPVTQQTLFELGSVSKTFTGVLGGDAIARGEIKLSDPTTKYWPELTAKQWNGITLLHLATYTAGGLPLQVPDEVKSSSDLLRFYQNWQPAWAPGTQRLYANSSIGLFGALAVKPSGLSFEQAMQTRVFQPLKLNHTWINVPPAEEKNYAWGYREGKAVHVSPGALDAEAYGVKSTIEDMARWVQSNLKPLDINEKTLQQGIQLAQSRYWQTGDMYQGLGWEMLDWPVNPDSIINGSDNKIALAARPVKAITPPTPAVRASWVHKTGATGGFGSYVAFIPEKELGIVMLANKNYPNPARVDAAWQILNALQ
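AmpC (5.3 nM in the dispensed reagent) in 20 mM phosphate pH 7.0 with 0.01% (detergent screen) or 0.0001% Triton X-100 was preincubated with compounds for 15 min at room temperature. Nitrocefin was then added from an 800 uM solution, and hydrolysis was followed at 480 nm.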
AmpC no deterg – inhibitors of E. coli AmpC beta-lactamase without detergent; AmpC nitrocefin hydrolysis, absorbance 480 nm, 0.0001% Triton; AID 485341; actives 0.52% (n = 330,000); Potency, µM (top dose mostly 57.1 µM), without a hit: at the top dose activity change, negative = inhibition, hits mostly inhibitors;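 also: potency is read from the fitted curve at half-maximal effect; plate controls were no compound for no effect and no enzyme for full effect; nearly all actives have a fitted effect of over 20% in size; some results filed as inactive show a strong effect at the top dose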
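20 mM phosphate pH 7.0 + 0.01% (detergent screen) or 0.0001% Triton X-100; 5.3 nM AmpC reagent; cpd preinc 15 min RT; nitrocefin (800 uM stock) to start; A480 q20 s × 4 min; Activity was normalised to no-enzyme and no-compound control wells.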
* hit, by the source's call; ? = inconclusive; . = not tested or not shown; [ ] = another dose, or the depositor's remark. Unless noted, calls follow the shape of the dose curve; as a rule, active = well fitted curve in the direction sought with a large enough effect; inconclusive = small, poorly fitted or top-dose-only effect, or another doubt; inactive = no such curve, though single readings can be large; an effect the other way counts as inactive or inconclusive. Unless noted, % is scaled to controls: 0 for no effect and ±100 for the full control effect.

smiles	HCMV antiviral	LmPK inhibitor	TbPYK inhibitor	Sm TGR block	AMA1 RON2 block	AmpC no deterg	AmpC inh detg
COc1cccc(NC(=O)c2ccc3nc(CCc4ccccc4)oc3c2)c1	41	.	0%	2%	.	.	2%
COc1ccc(CNC(=O)[C@H](Cc2ccccc2)NC(=O)CC[C@H]2O[C@@H](n3ccc(=O)[nH]c3=O)[C@H](O)[C@@H]2O)cc1	-17	.	-1%	.	9%	.	.
COc1cc(OC)cc(C(=O)Nc2ccc3c(c2)n(C)c(=O)c(=O)n3C)c1	4	.	-4%	-6%	.	.	22%
O=C(c1cccc(F)c1)N1CCN(c2ccc([N+](=O)[O-])c(N3CCCCC3)c2)CC1	-60*	2%	1%	7%	-22%	25%	-5%
CCOC(=O)C1(Cc2ccccc2)NC(c2ccccc2F)C2C(=O)N(CC)C(=O)C21 (stereo not given)	31	3%	2%	1%	11%	66%[activator]	-14%
CCCNC(=O)C1(C)CCN(C(=O)Cc2ccc(OC)c(OC)c2)C1 (stereo not given)	32	.	6%	.	-1%	.	.
Cc1csc(SCC(=O)Nc2cc(F)ccc2C)n1	18	.	-8%	.	-2%	.	.
COC(=O)Cc1cnc(NC(=O)C2C3CCC(C3)C2C(=O)O)s1 (stereo not given)	-5	0%	-2%	-15%	1%	-22%	-9%
Cc1[nH]n(-c2ccc(F)cc2)c(=O)c1C=Nc1ccc(S(=O)(=O)N(C)C)cc1	13	-3%	6%	-5%	7%	77%[activator]	-13%
CC1NC(=O)c2cc3ccccc3cc2-n2c1nc1cc(Cl)ccc1c2=O (stereo not given)	-10	.	13%	.	9%	.	.
O=C(NCCN1CCNC1=O)C1CCC(=O)N(CCc2ccc(Cl)cc2)C1 (stereo not given)	49	-7%	-2%	3%	0%	47%	-7%
O=C(NCCc1ccccc1)c1ccc(NS(=O)(=O)c2ccc3[nH]c(=O)[nH]c3c2)cc1	38	.	-1%	-2%	13%	-46%	-12%
CC1=CC(=O)Nc2ccccc2S1	73	.	-2%	.	12%	.	.
CC(=O)c1ccc(N2CCN(S(=O)(=O)c3ccc4c(c3)CC(C)N4C(=O)C3CC3)CC2)cc1 (stereo not given)	-14	-9%	-2%	3%	-3%	-3%	-13%
Cc1cccc(C)c1OCC(O)CNC(C)(C)C (stereo not given)	-36	-3%	-5%	0%	-4%	-20%	2%
COc1cc(/C=N/NC(=O)NC23CC4CC(CC(C4)C2)C3)ccc1O	-11	1%	1%	-1%	8%	-36%	2%
Cc1ccc2nc(SCC(=O)Nc3ncccn3)[nH]c2c1	7	-3%	5%	-7%	27%	-13%	-4%
CCCN(CCC)CCNC(=O)c1cc2c(=O)n(CC)c3ccccc3c2s1	8	0%	6%	-16%	6%	0%	4%
CC(C)c1nc2c(c(=O)c3ccccc3n2C)c(=O)n1CCc1ccccc1	-39	7%	1%	-9%	6%	-3%	6%
COc1ccc(C)cc1N(CC(N)=O)S(=O)(=O)c1ccc(C)cc1	-37	2%	-3%	0%	1%	12%	-5%
CCOC(=O)C1C(C(=O)OC)=C(c2ccc(F)cc2)c2ccccc2N1S(=O)(=O)C(F)(F)F (stereo not given)	-27	.	-7%	.	-17%	94%[activator]	.
COc1ccc(N2CCN(C(=O)CCNS(=O)(=O)c3ccc(Br)s3)CC2)cc1	?	0%	-4%	-18%	-1%	32%	-7%
O=C(NCc1ccccc1)C(=O)Nc1cccc(C(=O)O)c1	42	-24%	-3%	21%	6%	-3%	12%
COc1ccc2[nH]c3ccccc3c2c1	-19	0%	-5%	0%	-5%	-26%	-23%
COc1ccc(OC)c(S(=O)(=O)NC(=O)C2(C)CCN2C(=O)Cc2ccc(Cl)cc2Cl)c1 (stereo not given)	4	.	2%	.	-11%	.	.
CC1(C)C(=O)OC(c2cccn2-c2cccc([N+](=O)[O-])c2)C2(CCCCC2)C1=O (stereo not given)	-39	0%	.	0%	.	-27%	-12%
O=C(O)CCc1ccc(-c2ccccc2)n1NC(=O)c1sc2ccccc2c1Cl	16	6%	-19%	0%	-2%	-37%	4%
C=CCN1C(=O)C2C(C(=O)NC3CCCC3)C3(C)C=CC2(O3)C1C(=O)NC1CCCC1 (stereo not given)	-17	-2%	0%	1%	18%	-8%	-6%
CCOC(=O)c1cccc(NC(=O)COc2nsnc2N2CCOCC2)c1	-1	3%	-2%	-4%	-29%	7%	-7%
CCSc1nnc(N2C(=O)C(O)=C(C(=O)c3ccco3)C2c2cccc(OC)c2)s1 (stereo not given)	-11	0%	3%	?	49%[activator]	-33%	1%
O=C(CSCc1c(F)cccc1Cl)NCc1cccnc1	-18	-6%	5%	-9%	12%	-18%	?
O=C(Oc1cc(Cl)ccc1Cl)c1ccc(N2CCOCC2)c([N+](=O)[O-])c1	-5	-1%	5%	7%	?	-5%	-14%
CSC(=O)NC(=O)NC(=O)c1ccc([N+](=O)[O-])cc1	39	-1%	-2%	-9%	-1%	-9%	3%
CC(C)CC(=O)N1c2nc(C(C)C)nn2C2(CCCCC2)[C@@H]2CCCC[C@@H]21	40	.	-1%	-2%	.	.	9%
CC(C)NC(=O)c1ccc(-n2nc(C(F)(F)F)c3c2CCCC3)cc1	-35	-2%	-10%	-2%	2%	-13%	?
CCCn1c(NCc2cc(C)ccc2O)nc2ccccc21	14	0%	-2%	-8%	-9%	-40%	-10%
CC(Sc1nc(=O)cc(N)n1CCc1ccccc1)C(=O)Nc1cccc(Cl)c1 (stereo not given)	-17	.	-8%	-3%	.	.	-1%
Cc1ccc(-n2ncc3c(NCCCN4CCOCC4)ncnc32)cc1	9	.	5%	15%	.	.	4%
O=C(O)c1cccc(-n2cccc2/C=C2/NC(=O)N(c3cccc(Cl)c3)C2=O)c1	0	10%	-9%	-21%	0%	-39%	3%
Cc1cccc(/C=C\c2nc3ccccc3c(=O)[nH]2)c1	-38	-27%	-12%	-6%	-3%	-16%	-9%
COc1ccc(N(C)C(=O)c2sc(Cl)nc2C)cc1	6	0%	6%	2%	7%	-8%	2%
CC(C)(C)NC(=O)C(c1ccc(O)cc1)N(Cc1ccccc1)C(=O)CCC(=O)Nc1nccs1 (stereo not given)	-20	5%	-3%	6%	-11%	-29%	?
COc1ccc(C(=O)N(CC2CCCO2)C(C(=O)NCCC(C)C)c2ccc(C)cc2)cc1OC (stereo not given)	-17	3%	0%	-10%	5%	116%[activator]	-7%
CC(C)(C)c1cn(-c2ccc(F)cc2)c(=S)[nH]1	4	?	?	-4%	13%	-16%	?
C[C@H](NC(=O)NC1CCCc2ccccc21)C(=O)O (stereo not given in full)	.	-1%	-1%	8%	5%	-21%	-8%
COc1cccc(N2CCC(N3CCN(C)C(CCO)C3)CC2)c1 (stereo not given)	8	-1%	-7%	-22%	9%	-4%	-11%
O=c1c(C(c2nnnn2C2CCCCC2)N2CCCCC2)coc2ccc(Cl)cc12 (stereo not given)	-26	-7%	-16%	28µM*	1%	-13%	-2%
NC(=O)C1(C(N)=O)OC1c1ccc(Cl)c(Cl)c1 (stereo not given)	?	-1%	0%	2%	-3%	-16%	6%
N#Cc1sc2nc3c(c(-c4ccco4)c2c1N)CCCC3	?	0%	-3%	0%	26%	-14%	-11%
Cc1ccccc1C(=O)NCCCc1ccccc1	-39	-6%	-7%	-3%	0%	-11%	-11%

Taken from above.
Under AmpC inh detg, Cc1cccc(/C=C\c2nc3ccccc3c(=O)[nH]2)c1 has the entry -9%
Under HCMV antiviral, Cc1ccc(-n2ncc3c(NCCCN4CCOCC4)ncnc32)cc1 has the entry 9
Under AmpC no deterg, NC(=O)C1(C(N)=O)OC1c1ccc(Cl)c(Cl)c1 (stereo not given) has the entry -16%

Going on with the list.
smiles	HCMV antiviral	LmPK inhibitor	TbPYK inhibitor	Sm TGR block	AMA1 RON2 block	AmpC no deterg	AmpC inh detg
O=C(Cc1c[nH]c2ccccc12)Nc1nc2ccccc2[nH]1	279	2%	-1%	-10%	21%	-29%	-7%
COc1cc(C(C)=O)ccc1OCC(=O)Nc1ccc2nc(C)sc2c1	0	.	4%	1%	2%	-25%	3%
CCCn1cnc2c(SCc3ccc(Cl)cc3)nc(N)nc21	-16	.	0%	.	17%	.	.
Cc1ccc(C)c(NC(=O)C(Cc2ccccc2)n2cccc2)c1 (stereo not given)	?	.	3%	0%	.	.	25%
O=C(NCCc1cnc[nH]1)c1ccc(-c2ccccc2)cc1	?	1%	3%	4%	0%	5%	3%
COCCCn1c(C(=O)Nc2ccc3c(c2)OCO3)cc2c(=O)n3ccccc3nc21	0	6%	-35%	-7%	21%	-12%	-1%
COc1cc(NC(=S)N2CCN(C(=O)c3ccco3)CC2)c(OC)cc1Cl	-37	-3%	-13%	-5%	-5%	-13%	?
CCOC(=O)COn1c(=O)c(-c2cccs2)[n+]([O-])c2ccccc21	0	0%	-4%	20µM*	2%	-26%	1%
Cc1nc2ccc(S(=O)(=O)N(CC(=O)Nc3cccc(C)c3C)Cc3ccccc3)cc2s1	-15	.	0%	4%	.	.	18%
Cc1ccccc1C(=O)Nc1ccccc1NC(=O)c1ccccc1Br	-10	-10%	5%	16%	-7%	-28%	-4%
CC(C)(C)N(NC(=O)OCc1ccccc1)C(=O)c1ccccc1	-33	4%	-8%	-4%	3%	-18%	?

Some of the entries above, reformatted:
Second line of a record – HCMV antiviral	LmPK inhibitor	TbPYK inhibitor	Sm TGR block	AMA1 RON2 block	AmpC no deterg	AmpC inh detg
- O=C(Cc1c[nH]c2ccccc12)Nc1nc2ccccc2[nH]1
→ 279	2%	-1%	-10%	21%	-29%	-7%
- COc1cc(C(C)=O)ccc1OCC(=O)Nc1ccc2nc(C)sc2c1
→ 0	.	4%	1%	2%	-25%	3%
